Assay outcomes deposited in PubChem BioAssay by several laboratories.
CD11b adhes inh: inhibitors of human CD11b/CD18 binding to fibrinogen; P05107+P11215; K562 CD11b/CD18 adhesion to fibrinogen, ATPlite luminescence; Mn2+ added to activate the integrin; inhibition, % at 10 µM; hit rate 0.54% among 93,000;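 active = primary inhibition of 50% or more at 10 µM, then 40% or more on retest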; also: some results filed as inactive read as strong as hits
PostGolgi ctrl: inhibits growth of the yeast control strain; efflux-deficient yeast background strain, growth absorbance A615, 16 h; inhibition, % at 10 µM; hit rate 5% among 98,000
PostGolgi yeast: growth inhibition of a yeast mutant, post-Golgi transport screen; inhibition, % at 10 µM; hit rate 0.9% among 98,000; post-Golgi transport phenotypic cell assay;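 also: yeast cells grown in 1536-well plates; yeast grown about 18 h at 30C before absorbance read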
sEH activator: soluble epoxide hydrolase (human) activation. activation, % at 2 µM. purified human sEH enzymatic activity, activator screen. P34913. AID 717. hit rate 0.04% among 91,000; in the data active = activation above about 37%; also: values of inactives mirror those of a sister screen read the other way
S1P2 antag: S1P2 (human) receptor antagonism | inhibition, % at 5 µM | AID 736 | hit rate 0.21% among 97,000 | O95136 | cell-based S1P2 antagonist assay, inhibition at 5 uM; in the data active = inhibition above about 45%;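 also: CRE beta-lactamase reporter cells expressing human S1P2 stimulated with S1P; 0% = agonist at EC80 alone and 100% = agonist plus reference antagonist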
Target sequence (O95136 whole entry, looked up): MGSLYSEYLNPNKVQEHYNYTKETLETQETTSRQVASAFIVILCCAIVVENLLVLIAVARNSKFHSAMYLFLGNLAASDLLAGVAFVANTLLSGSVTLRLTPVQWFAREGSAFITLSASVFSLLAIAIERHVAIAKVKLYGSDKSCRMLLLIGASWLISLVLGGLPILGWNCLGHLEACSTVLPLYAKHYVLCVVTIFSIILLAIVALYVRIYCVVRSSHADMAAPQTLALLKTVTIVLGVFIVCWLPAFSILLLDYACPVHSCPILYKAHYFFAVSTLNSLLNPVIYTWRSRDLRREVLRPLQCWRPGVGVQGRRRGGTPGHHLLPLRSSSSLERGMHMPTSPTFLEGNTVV
E coli WT exp: E. coli BW25113 growth inhibition, expanded screen. OD600 absorbance. growth inhibition, % at 100 µM. hit rate 0.15% among 98,000. AID 710;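 active = growth inhibition above about 50% at one test dose, limit read from the data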;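 also: growth measured after 20 h incubation at 37 °C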
sEH inh: inhibitors of human soluble epoxide hydrolase. P34913. recombinant human sEH enzymatic activity assay. inhibition, % at 2 µM. hit rate 0.34% among 91,000. AID 707; in the data active = inhibition above about 80%; also: values of inactives mirror those of a sister screen read the other way; many of its hits are not listed in these tables
S1P2 agonist: agonists of human S1P2 receptor; S1P2-expressing cell line, agonist reporter read-out; activation, % at 4.5 µM; hit rate 0.46% among 97,000; O95136; in the data active = activation above about 16%;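 also: 0% = vehicle low control and 100% = maximal reference agonist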
PLAP activator: human PLAP activation | P05187 | purified PLAP enzyme, luminescent substrate read-out; stronger effect = higher value | activation fold at 20 µM | hit rate 1.2% among 96,000; in the data active = activation fold above about 2
Target sequence (P05187 whole entry, looked up): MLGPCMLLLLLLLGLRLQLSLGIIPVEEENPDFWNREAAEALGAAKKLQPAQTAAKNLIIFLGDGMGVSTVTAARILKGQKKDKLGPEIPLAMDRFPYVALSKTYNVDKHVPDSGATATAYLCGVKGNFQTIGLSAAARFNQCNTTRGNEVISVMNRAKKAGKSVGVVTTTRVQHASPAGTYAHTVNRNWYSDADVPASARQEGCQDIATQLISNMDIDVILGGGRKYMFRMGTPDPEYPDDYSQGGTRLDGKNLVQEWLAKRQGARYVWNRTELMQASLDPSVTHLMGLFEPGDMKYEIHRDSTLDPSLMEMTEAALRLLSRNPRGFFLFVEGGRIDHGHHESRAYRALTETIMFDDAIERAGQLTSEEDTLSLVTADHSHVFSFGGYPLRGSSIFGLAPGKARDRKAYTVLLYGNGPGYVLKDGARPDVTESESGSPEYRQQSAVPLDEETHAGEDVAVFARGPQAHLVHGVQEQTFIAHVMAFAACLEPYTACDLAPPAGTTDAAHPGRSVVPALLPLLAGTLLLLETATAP
An asterisk follows results filed as active; x = not tested or not shown. Rule as the data show it, unless noted: active = inhibition above about 30%; inactive = the rest. This is a random part of the collection; any-hit rate near 7.1%.

SMILES	CD11b adhes inh	PostGolgi ctrl	PostGolgi yeast	sEH activator	S1P2 antag	E coli WT exp	sEH inh	S1P2 agonist	PLAP activator
CCn1c(=O)cc(SCC(=O)Nc2ccc3c(c2)OCO3)c2ccccc21	-12	3	21	-17	1	6	16	-2	1
Cc1ccc(-c2cn3cccnc3n2)cc1NC(=O)c1ccc(Br)o1	x	6	5	6	-4	6	-8	-3	1.2
Cc1sc2nc(SCC(N)=O)n(C)c(=O)c2c1C	x	x	x	-1	-12	x	7	-6	x
CN(CCNC(=O)c1cn(C)c2ccc(S(=O)(=O)N3CCCC3)cc2c1=O)CCc1ccccc1	-3	15	14	x	20	0	x	-4	1.5
O=C1C=C(c2ccc(Cl)cc2)C(=O)N1Nc1ccccc1	-22	100*	106*	8	10	12	-9	-5	0.9
CC1CN(CCC(=O)Nc2ccc3c(c2)OCO3)CC(C)O1 (stereo not drawn)	-6	2	16	-6	20	7	7	-8	0.9
CCOC(=O)n1c(=O)n(Cc2ccc(Cl)cc2Cl)c2ccccc21	-8	34*	-11	-6	-23	-10	6	-9	1.2
CCc1ccc(NC(=O)Cc2cn(C)c3ccccc23)cc1	-20	4	0	-38	-5	4	36	-3	0.8
O=C(NC1CCCCC1)C(c1ccccc1)N1CCc2ccccc21 (stereo not drawn)	-2	14	1	0	-34	5	3	-3	1.1
COc1cc(/C=N/N=C2\CC3CCC2(C)C3(C)C)ccc1O (stereo not drawn)	2	13	7	1	18	3	2	-4	1.2
CCCN1C=CC(=C/C=C(\C#N)C(=O)OCC)C=C1	1	7	-4	-6	15	-2	9	-6	0.6
O=C(CCCCCn1c(=O)[nH]c2ccsc2c1=O)NCc1cccs1	-10	-8	-7	x	x	3	x	x	0.8
O=C(NC(NC1CCS(=O)(=O)C1)C(=O)c1ccccc1)c1ccc(Cl)cc1 (stereo not drawn)	6	-4	-2	21	3	1	-22	2	1.3
CCc1ccc(C(=O)Nc2cc3c(cc2Cl)OCCCO3)cc1	x	10	-6	10	-22	-10	-13	-3	0.9
Cc1sc(NC(=S)NC(=O)c2ccccc2)c(C#N)c1C	x	x	x	3	-15	x	2	-7	x
CCCc1[nH]nc2c1C(c1ccncc1)C(C#N)=C(N)O2 (stereo not drawn)	x	-3	-2	x	-9	-4	x	-4	1.2
CC(NS(=O)(=O)c1ccc(OCC(=O)N2CCOCC2)c(Cl)c1)c1ccccc1 (stereo not drawn)	29	6	3	4	6	1	-1	0	1.7
CCOc1cc(/C=N/NC(=O)COc2ccccc2C)ccc1OC(=O)c1cccs1	x	-6	-4	-3	7	-30	4	-9	1.4
O=C1CCCN1CN1CCCCC1	6	0	0	x	12	0	x	-3	1.1
COc1ccc2[nH]c(=O)c(C(c3nnnn3C3CCCC3)N(C)C3CCCCC3)cc2c1 (stereo not drawn)	5	5	3	2	31	-1	-2	-3	1
N#Cc1nc(COc2ccc(Cl)cc2)oc1N1CCCC1	-9	19	6	14	5	4	-17	0	0.9
CCOC(=O)Cn1c(CCC(=O)O)ccc1-c1ccc(F)cc1	x	0	7	1	-4	1	-2	-4	x
O=C(CSc1nc2ccccc2n1Cc1ccccc1)N/N=C/c1ccco1	4	6	-2	1	6	-6	1	-5	1.4
COc1cccc2cc(C(=O)N3CCc4ccccc43)c(=O)oc12	3	15	7	-3	-16	3	2	-1	0.8

Exported in CSV form: 17 of the compounds above
SMILES,CD11b adhes inh,PostGolgi ctrl,PostGolgi yeast,sEH activator,S1P2 antag,E coli WT exp,sEH inh,S1P2 agonist,PLAP activator
CC1CN(CCC(=O)Nc2ccc3c(c2)OCO3)CC(C)O1 (stereo not drawn),-6,2,16,-6,20,7,7,-8,0.9
CCOC(=O)n1c(=O)n(Cc2ccc(Cl)cc2Cl)c2ccccc21,-8,34*,-11,-6,-23,-10,6,-9,1.2
CCc1ccc(NC(=O)Cc2cn(C)c3ccccc23)cc1,-20,4,0,-38,-5,4,36,-3,0.8
O=C(NC1CCCCC1)C(c1ccccc1)N1CCc2ccccc21 (stereo not drawn),-2,14,1,0,-34,5,3,-3,1.1
COc1cc(/C=N/N=C2\CC3CCC2(C)C3(C)C)ccc1O (stereo not drawn),2,13,7,1,18,3,2,-4,1.2
CCCN1C=CC(=C/C=C(\C#N)C(=O)OCC)C=C1,1,7,-4,-6,15,-2,9,-6,0.6
O=C(CCCCCn1c(=O)[nH]c2ccsc2c1=O)NCc1cccs1,-10,-8,-7,x,x,3,x,x,0.8
O=C(NC(NC1CCS(=O)(=O)C1)C(=O)c1ccccc1)c1ccc(Cl)cc1 (stereo not drawn),6,-4,-2,21,3,1,-22,2,1.3
CCc1ccc(C(=O)Nc2cc3c(cc2Cl)OCCCO3)cc1,x,10,-6,10,-22,-10,-13,-3,0.9
Cc1sc(NC(=S)NC(=O)c2ccccc2)c(C#N)c1C,x,x,x,3,-15,x,2,-7,x
CCCc1[nH]nc2c1C(c1ccncc1)C(C#N)=C(N)O2 (stereo not drawn),x,-3,-2,x,-9,-4,x,-4,1.2
CC(NS(=O)(=O)c1ccc(OCC(=O)N2CCOCC2)c(Cl)c1)c1ccccc1 (stereo not drawn),29,6,3,4,6,1,-1,0,1.7
CCOc1cc(/C=N/NC(=O)COc2ccccc2C)ccc1OC(=O)c1cccs1,x,-6,-4,-3,7,-30,4,-9,1.4
O=C1CCCN1CN1CCCCC1,6,0,0,x,12,0,x,-3,1.1
COc1ccc2[nH]c(=O)c(C(c3nnnn3C3CCCC3)N(C)C3CCCCC3)cc2c1 (stereo not drawn),5,5,3,2,31,-1,-2,-3,1
N#Cc1nc(COc2ccc(Cl)cc2)oc1N1CCCC1,-9,19,6,14,5,4,-17,0,0.9
CCOC(=O)Cn1c(CCC(=O)O)ccc1-c1ccc(F)cc1,x,0,7,1,-4,1,-2,-4,x

(continued)
SMILES	CD11b adhes inh	PostGolgi ctrl	PostGolgi yeast	sEH activator	S1P2 antag	E coli WT exp	sEH inh	S1P2 agonist	PLAP activator
CSc1ccc(C2Nc3ccccc3-c3cc(C)nn32)cc1 (stereo not drawn)	2	5	-4	3	-15	-7	-1	-2	0.7
O=C(O)/C(=C\c1ccco1)NC(=O)c1cccc2ccccc12	x	-5	1	-4	19	6	5	-2	1.1
CCCCCCSC1=C(C#N)C(c2ccccc2)CC(=O)N1 (stereo not drawn)	-2	57*	36*	x	8	-6	x	-5	1.1
CCN(CC)c1ccc(/C=N/n2nnnc2N)c(O)c1	14	1	-1	11	-36	3	-8	2	1.2
Cc1ccc(Cn2c(SCc3cccnc3)nc3c2c(=O)n(C)c(=O)n3C)cc1	8	8	-5	10	1	-4	-10	-2	1
COc1cc(C2C(C#N)=C(C)NC3=C2C(=O)CC(C)(C)C3)cc(OC)c1O (stereo not drawn)	-13	11	-9	-8	3	-1	9	-10	0.9
CCOC(=O)CN(C(=O)CSc1nnc(-c2ccc(OC)c(OC)c2)o1)c1ccccc1	0	1	-3	x	-2	-15	x	-3	1.1
CCOc1cc(CNCCc2ccc(S(N)(=O)=O)cc2)ccc1OCC(=O)NC1CCCCC1	8	-1	6	-5	5	5	6	-7	1.9
COc1ccc(C2=NOC(C(=O)NC(C)(C)C)C2)cc1 (stereo not drawn)	4	7	8	9	12	8	-10	-3	1
COc1cc(NC(=O)c2cc3nc(C)cc(C)n3n2)c(OC)cc1Cl	-1	12	-19	x	9	4	x	0	1.8
c1ccc(NCc2cccnc2)cc1	-4	-4	-1	11	7	8	-8	-6	0.9
Cc1ccc(/C=C(/NC(=O)c2ccccc2)C(=O)NCCc2c[nH]c3ccccc23)o1	-16	-9	-4	2	18	2	1	-8	1.1
COc1ccccc1C1/C(=C(/O)c2ccccc2)C(=O)C(=O)N1CC(C)C (stereo not drawn)	6	5	9	x	x	-2	x	x	1.3
N#Cc1c(NC(=O)c2nc3ncccn3n2)sc2c1CCCCC2	14	18	-1	5	-31	-3	0	-6	1.2
NNC(=O)c1cccc(COc2ccccc2Br)c1	-1	9	-3	-66	20	19	67	-6	0.9
CCn1c(SCC(=O)Nc2ccccc2N2CCCCC2)nc2c1c(=O)n(C)c(=O)n2C	-12	14	14	1	-27	2	1	3	1.2
COc1ccc(C2c3sc(=O)[nH]c3SC3C4CCC(C4)C23)cc1 (stereo not drawn)	-36	27	8	2	-31	-8	-2	-4	1.6
CC(=O)Oc1ccc2oc3c(c2c1)C(=O)CCC3	-16	-10	0	-9	-2	1	8	-4	0.8
CCOc1ccccc1NC(=O)CSc1c(C)n[nH]c1C	-8	-6	-6	7	-14	4	-4	-2	1.5
O=C(Cc1ccc(-n2c(=S)[nH]c3ccccc3c2=O)cc1)N1CCN(c2ccccc2)CC1	-31	13	5	-2	0	-4	5	-6	1.5
COc1ccc(-c2ccc(=O)n(Cc3cc(=O)n4ccccc4n3)n2)cc1	1	6	24	5	-22	1	-2	0	1.6
O=C(c1cnn2c(C(F)F)cc(C3CC3)nc12)N1CCOCC1	-13	8	1	-1	-13	0	3	-1	1
O=C(O)CSc1nnc(Cn2nnc3ccccc32)n1CCc1ccccc1	-4	0	2	-12	-8	4	13	-2	1.2
CCn1c(CNC(=O)COc2ccc(C(C)C)cc2)nnc1SCC(=O)NC1CCCCC1C (stereo not drawn)	x	x	x	-3	-3	x	6	-6	x
CC1CN(C(=O)Cn2c(C(F)(F)F)nc3ccccc32)CC(C)O1 (stereo not drawn)	6	2	-3	2	-1	2	-5	1	0.9
Cc1cc(Nc2nnnn2-c2ccccc2)n(-c2ccc(Cl)cc2)n1	-3	25	15	-7	13	-9	7	-1	1
Cc1ccc(S(=O)(=O)N2CCOCC2)c2nsnc12	2	6	8	21	0	8	-20	-5	0.9
